V-ATPase pHluor: alters yeast V-ATPase proton transport; response, % at 10 µM; 0.37% of 350,000 active; S. cerevisiae, pHLuorin cytosolic pH fluorescence; in the data active means response mostly above about 7.3%, no sharp cut-off; inactive means mostly below about 5.4%; further: actives read high; inactives centre near 0; some compounds called inactive have numbers as strong as hits
Keap1 Nrf2 FP: disrupts human Keap1 binding to Nrf2 peptide. Keap1 Kelch-Nrf2 peptide fluorescence polarization, 1536-well. inhibition, % at 9.4 µM. 0.15% of 340,000 active. AID 504523; in the data active means inhibition above about 12%;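 further: human Keap1 Kelch domain with fluorescein labeled Nrf2 9mer peptide probe; 0% = neutral control wells and 100% = peptide positive control; higher means more block of Keap1 binding to Nrf2 peptide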
Cardiac RTF inh: cardiac RTF calcium desensitization. P19429+P45379. IANBD-labeled cardiac RTF, Ca2+ fluorescence. inhibition, % at 7.15 µM. 0.12% of 340,000 active. AID 493244;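 active means inhibition above the mean inhibition of all tested compounds plus 3 SD, cut at about 17% in these data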;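 further: assay run at fixed EC70 calcium of 1.6 mM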
DSG3 Ab inh: inhibitors of pemphigus antibody binding to human desmoglein-3; binding (percent of control), % at 10 µM; AID 588358; 0.48% of 310,000 active; DSG3-coupled beads, scFv-anti-DSG3-GFP binding, flow cytometry; active compounds read low; P32926;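 active means binding more than 3 SD below its plate's average and above zero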;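 further: hits lower antibody fragment binding to DSG3; some compounds called inactive have numbers as strong as hits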
Target sequence (P32926 whole entry, looked up, the tested form may be a part): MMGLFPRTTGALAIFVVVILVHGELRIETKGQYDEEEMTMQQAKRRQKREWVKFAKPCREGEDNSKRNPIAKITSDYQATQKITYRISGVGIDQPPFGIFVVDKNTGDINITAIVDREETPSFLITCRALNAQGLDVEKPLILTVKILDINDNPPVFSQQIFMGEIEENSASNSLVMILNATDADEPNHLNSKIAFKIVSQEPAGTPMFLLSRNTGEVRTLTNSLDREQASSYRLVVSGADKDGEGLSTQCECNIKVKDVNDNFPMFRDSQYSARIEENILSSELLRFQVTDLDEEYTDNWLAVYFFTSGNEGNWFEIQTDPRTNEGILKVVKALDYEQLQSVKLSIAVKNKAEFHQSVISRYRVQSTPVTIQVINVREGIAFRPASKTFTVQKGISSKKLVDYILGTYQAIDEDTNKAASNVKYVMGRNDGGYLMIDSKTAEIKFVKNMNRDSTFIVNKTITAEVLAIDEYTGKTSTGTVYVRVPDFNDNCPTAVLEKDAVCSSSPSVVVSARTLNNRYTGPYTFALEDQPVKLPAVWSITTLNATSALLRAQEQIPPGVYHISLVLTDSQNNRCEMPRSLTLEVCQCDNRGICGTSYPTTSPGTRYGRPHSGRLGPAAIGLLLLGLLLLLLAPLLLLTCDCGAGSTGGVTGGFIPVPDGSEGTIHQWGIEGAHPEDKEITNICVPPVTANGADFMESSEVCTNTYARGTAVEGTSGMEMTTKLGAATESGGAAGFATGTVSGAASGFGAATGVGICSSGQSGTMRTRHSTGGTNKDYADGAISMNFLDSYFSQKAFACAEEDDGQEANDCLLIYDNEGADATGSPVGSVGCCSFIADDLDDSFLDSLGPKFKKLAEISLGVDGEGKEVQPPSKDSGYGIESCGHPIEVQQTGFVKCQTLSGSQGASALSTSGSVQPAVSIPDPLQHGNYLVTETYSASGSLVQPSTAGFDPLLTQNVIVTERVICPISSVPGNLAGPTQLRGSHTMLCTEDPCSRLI
NSD2 HMT inh: NSD2 (human) methyltransferase inhibition. 0.54% of 310,000 active. NSD2 peptide methylation, AlphaScreen, 120 min. O96028. inhibition, % at 12.5 µM; in the data active means inhibition above about 50%
CAL PDZ FP-1: CAL PDZ (human) peptide binding inhibition. Q9HD26. purified CAL PDZ, TMR-peptide fluorescence polarization, 1 h. inhibition, % at 24.9 µM. 0.92% of 300,000 active. AID 602252;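 active means mean inhibition of at least 30% with at least half of replicates also reaching 30%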;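 further: 0% = DMSO neutral control and 100% = excess unlabeled competitor peptide PRC23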
Arr AP2 block: blocks beta-arrestin peptide binding to AP2 adaptin | FITC-arrestin peptide / GST-AP2 beads, flow cytometry; AP2 beta2 appendage carries R879A mutation | inhibition, % at 10 µM | 0.31% of 340,000 active;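 active means inhibition above a set limit, near 3 SD of compounds lacking own fluorescence, cut at about 54% in these data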;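 further: plate controls were DMSO wells for no effect and 5 µM unlabelled arrestin peptide for full effect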
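Measured by: flow cytometry, FL1 (488/535 nm); Material: AP2 appendage R879A on GSH beads; Evaluation: percent response; Timing: pre-incubation 12 min, peptide binding 1 h, room temperature; Also added: 50 nM FITC-arrestin peptide; Medium: PBS with 0.05% Tween 20 and 0.1% BSA.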
CAL PDZ FP-2: human CAL PDZ-peptide interaction inhibition. Q9HD26. purified CAL PDZ, TMR-peptide fluorescence polarization, 1 h. inhibition, % at 20 µM. 0.02% of 330,000 active. AID 504414;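 active means highest replicate inhibition of at least 40%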;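 further: plate controls were DMSO neutral control wells for no effect and unlabeled competitor peptide control wells for full effect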
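Material – purified CerCALP PDZ construct · Detection – FP readout, S and P plane fluorescence · Measure – percent inhibition from loss of millipolarization · Controls – unlabelled peptide for full inhibition, DMSO wells as neutral · Probe or stimulus – TMR-labelled reporter peptide T*-PRC34 bound in PDZ groove · Times – 1 h at RT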
DAGLB inhibitor: blocks human DAGLB lipase activity; HEK293T DAGLB membrane lysate, EnzChek fluorogenic substrate; Q8NCG7; 0.059% of 340,000 active; inhibition, % at 5.17 µM; in the data active means inhibition above about 34%;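 further: 0% = enzyme with vehicle and 100% = wells lacking enzyme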
C-LANA FP: blocks KSHV LANA C-terminal domain binding to DNA | inhibition, % at 9 µM | 0.078% of 340,000 active | AID 504423 | MBP-C-LANA/FAM-LBS DNA binding, fluorescence polarization;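 active means highest replicate inhibition at or above 60% at 9 µM, even if other replicates fall short; inactive means all replicates below 60% inhibition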;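 further: 0% = neutral control wells and 100% = 4 µM acridine orange control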
Numbers without * were called inactive; . = not tested or not shown. Only part of the results is shown, so the mix of outcomes need not match the whole.

SMILES	V-ATPase pHluor	Keap1 Nrf2 FP	Cardiac RTF inh	DSG3 Ab inh	NSD2 HMT inh	CAL PDZ FP-1	Arr AP2 block	CAL PDZ FP-2	DAGLB inhibitor	C-LANA FP
CC(NC(=O)c1ccc(Cl)cc1)C(=O)N1CCCCC1 (configuration not stated)	-4	1	-4	101	.	-1	0	0.7	1	-0.1
Cc1cc(C(=O)Nc2ccccn2)no1	-3	-3	-7	97	-2	.	4	0.2	3	4.0
CC(=O)c1ccc(NC(=O)c2ccc(S(=O)(=O)c3ccccc3)cc2)cc1	0	5	-6	107	-3	-1	2	-2.6	-5	-2.3
O=C(/C=C/c1ccccc1)c1ccccn1	-2	-2	-5	106	1	-4	10	-3.0	-2	0.4
CC(=O)COC(=O)CCc1nc2ccccc2[nH]c1=O	0	-4	-7	120	2	-3	18	-2.2	-2	0.5
COc1ccc(C(=O)Nc2ccc3nc(N4CCOCC4)sc3c2)cc1OC	-1	-7	-5	.	1	4	-8	0.7	-3	-3.5
CC1CN(CN2C(=O)c3ccccc3C2=O)CC(C)O1 (configuration not stated)	0	0	1	97	1	2	-5	.	-2	-0.8
CN1CC=C2C(C#N)=C(N)C(C#N)(C#N)[C@H](c3cccc(Cl)c3)C2C1 (some centres not stated)	0	4	-34	101	3	-3	2	-0.2	-1	28
COc1cc(NC(=O)c2oc3ccccc3c2C)ccc1NC(=O)c1ccco1	-2	0	-13	101	3	24	9	0.4	1	-1.3
Cc1ccc(S(=O)(=O)N2[C@@H](c3ccc(Cl)c(Cl)c3)C(C(=O)O)=C[C@H]2C(C)(C)C)cc1	0	-2	1	100	.	.	10	-2.9	11	0.9
Cc1cccc(NC(=O)[C@@H]2CCCN2C(=O)OC(C)(C)C)c1C	4	2	-1	103	-4	-4	28	0.2	-2	0.0
O=[N+]([O-])c1c(C(Cl)Cl)nn(-c2ccccc2)c1N1CCCC1	4	0	6	97	19	-3	24	-1.6	0	-2.4
Cc1ccc(S(=O)(=O)NCC(=O)N(CC(=O)NCc2ccco2)Cc2ccccc2)cc1	0	3	-16	.	11	.	7	-0.1	-1	0.2
Cc1cc(Nc2cccc(Cl)c2)nc(NCc2ccccc2)n1	8	1	-14	108	-3	-5	-3	-0.4	2	-0.3
CC(C)(C)CC(=O)Nc1ccc(C(N)=O)cc1	-2	-5	-3	103	0	-1	-4	-0.5	-1	-0.4
[O-][N+]12CC[N+]([O-])(CC1)c1ccccc12	3	-1	-3	103	-2	2	-10	-1.0	0	-0.3
O=C1/C(=C/c2cccnc2)Oc2cc(OS(=O)(=O)c3ccc(Cl)cc3)ccc21	0	-3	-8	104	-2	.	-10	-2.2	1	0.1
CC(=O)N(CC1CCCO1)C1(C(=O)NC2CCCC2)CCCCC1 (configuration not stated)	-1	-3	-9	110	0	-2	14	-1.2	0	2.1
O=C(NC1=NCCS1)c1cccc(S(=O)(=O)N2CCc3ccccc32)c1	-1	-4	-3	100	-1	8	-6	-1.3	-1	0.2
O=C(OC(C(=O)Nc1ccc(Cl)c(C(F)(F)F)c1)c1ccccc1)C1=COCCO1 (configuration not stated)	2	0	-2	98	5	-6	2	-0.4	-2	0.2
COC(=O)/C(C#N)=C/c1c(-c2ccccc2)nc2n1CCS2	-7	-4	2	111	1	-3	-5	1.1	0	-0.9
CC1(C)CNC(=O)c2sc(N3CCCCC3)nc2C1	-1	2	-9	100	5	1	-3	-2.4	-1	2.0
Cc1ccc(C(=O)N2CCN(c3ccc(C(F)(F)F)cn3)CC2)o1	2	-2	1	107	-2	-1	-9	-0.1	-1	3.6
COCCn1c(SCC(=O)Nc2ccc(OC)c(S(N)(=O)=O)c2)nc2ccccc2c1=O	0	-4	-7	93	-2	41*	2	-0.1	1	-2.6
CCOC(=O)N1CCN(Cc2ccc(F)cc2F)CC1	-2	-5	-13	100	-1	1	2	-2.5	-1	-0.5
The list goes on.
SMILES	V-ATPase pHluor	Keap1 Nrf2 FP	Cardiac RTF inh	DSG3 Ab inh	NSD2 HMT inh	CAL PDZ FP-1	Arr AP2 block	CAL PDZ FP-2	DAGLB inhibitor	C-LANA FP
CN(C)c1[nH]c(=O)c(C#N)c2c1CCN2Cc1ccccc1	1	2	-7	105	0	.	12	-1.3	1	-0.2
CCOC(=O)C1=C(Cc2ccc(F)cc2)C(=O)c2ccccc2C1=O	-1	0	-12	.	.	3	31	-1.4	3	-2.2
COc1cccc(/C=N\Nc2nncc(-c3ccccc3)n2)c1	2	-1	-9	90*	-3	-2	6	-1.3	-3	-0.2
CC(Cc1ccco1)NC(=O)c1ccc(C(F)(F)F)cc1 (configuration not stated)	1	-7	-8	120	2	.	0	-1.8	-1	-2.4
C[C@H]1CN([C@@H](C)CO)C(=O)c2cc(NS(=O)(=O)c3ccc(Cl)cc3)ccc2O[C@@H]1CN(C)CC1CCCCC1	3	0	6	108	.	2	1	0.4	0	-1.3
C=CCn1c(SCC(=O)/C(C#N)=C(\C)N)nnc1C1CCCCC1	-1	-2	2	108	6	-2	29	-1.9	-1	1.5
Cc1ccc(S(=O)(=O)NC(=O)Nc2nnc(C3CC3)s2)cc1	-2	-1	-8	.	-1	-4	1	-2.6	-2	-0.7
CC1CCCN(C(=O)c2ccc3c(c2)OCO3)C1 (configuration not stated)	5	-7	-3	105	-4	-3	-1	1.6	2	-1.8
CC(C)C(=O)NC(c1ccc(N(C)C)cc1)c1c(O)ccc2ccccc12 (configuration not stated)	-2	-4	-23	96	9	-2	27	-2.0	6	-1.7
CCOc1cc(NC(=O)c2ccccc2C(=O)O)c(OCC)cc1NC(=O)c1ccccc1F	3	-21	1	110	49	7	-4	-1.4	7	0.1
COc1ccc(OCC(=O)Nc2ccc(NC(=O)c3ccco3)c(C)c2)cc1	0	-4	-19	103	-3	-1	-9	-2.9	0	-2.3
O=C(OCC(=O)N1CCCC1)c1ccco1	-4	-7	-5	109	-4	-1	14	.	-2	-2.3
CCOC(=O)CNC(=O)C1c2ccccc2C(=O)N(c2ccc(OC)cc2)C1c1ccc(OC)cc1 (configuration not stated)	-5	-2	-3	.	1	-3	23	-0.5	-1	0.0
CN(C)CCSc1nnc2sc3ccccc3n12	4	-1	-16	100	4	6	27	0.2	-1	2.2
C=CCNc1sc(C(=O)c2cccs2)c(N)c1C#N	-1	2	-16	108	5	1	32	-1.0	2	0.3
CC(CC(=O)C1C(C)C=CCC1(C)C)NNC(N)=O (configuration not stated)	0	-5	1	102	1	-1	-4	0.0	-3	1.7
Cc1ccc(NC(=O)C2CCCN2C(=O)OCc2ccccc2)cc1C (configuration not stated)	10	-7	-1	114	0	-1	3	-1.4	0	0.6
C[C@@H]1CN([C@H](C)CO)C(=O)c2cc(NC(=O)Cc3ccccc3)ccc2O[C@H]1CN(C)Cc1ccc(Oc2ccccc2)cc1	1	-9	0	112	.	-1	7	0.4	1	-2.0
CCC(C)[C@H](NC(=O)[C@@H]1CSC2c3ccccc3C(=O)N21)C(=O)NCc1ccco1 (some centres not stated)	0	3	-1	.	-5	-3	7	-1.4	0	-0.7
Cc1onc(-c2ccccc2)c1CNC(=O)CN1C(=O)c2ccccc2C1=O	-9	0	-2	.	6	0	35	-0.6	3	-5.8
CCOC(=O)N1CCC(Nc2c(NCCCN3CCN(CC)CC3)c(=O)c2=O)CC1	0	-1	-11	100	5	2	12	-0.3	-5	1.4
Cc1noc(C)c1S(=O)(=O)N(C)C[C@H]1Oc2ccc(NC(=O)CCC(F)(F)F)cc2C(=O)N([C@H](C)CO)C[C@@H]1C	7	-2	-19	107	.	-4	14	-2.5	1	3.0
O=C(CSc1nnc(Cc2ccccc2)o1)c1ccc(F)cc1	-2	-5	-1	98	-7	-2	9	-0.2	-4	0.3
Cc1ccc(OC(=O)c2sc3ncn(C)c(=O)c3c2C)cc1	1	-1	-5	104	.	-4	7	-2.5	1	-0.9
CCOc1ccc(C(=O)NN2C(=S)NC(C)(C)C=C2C)cc1	-2	3	-5	113	-3	-24	46	0.7	-2	-0.6
Next part.
SMILES	V-ATPase pHluor	Keap1 Nrf2 FP	Cardiac RTF inh	DSG3 Ab inh	NSD2 HMT inh	CAL PDZ FP-1	Arr AP2 block	CAL PDZ FP-2	DAGLB inhibitor	C-LANA FP
COc1cc(C2(O)CCCCC2C)cc(OC)c1OC (configuration not stated)	4	-5	-5	105	-2	-6	-2	0.8	2	-0.9
OCCN1CN=C(Nc2nc3ccccc3s2)NC1	1	-2	-2	103	-1	3	-6	-1.7	0	-1.3
COc1ccc(C2C(C(C)=O)=C(O)C(=O)N2CCCn2ccnc2)cc1 (configuration not stated)	0	0	2	97	-2	12	-14	-0.9	-2	0.9
COc1ccc([C@H]2CC(=O)C=C(c3cccc(CO)c3)C2)cc1OC	2	-1	-12	105	.	-3	-4	-1.0	1	-1.5
CCC1CC(C)(C(=O)Nc2ccc(S(N)(=O)=O)cc2)OC1=O (configuration not stated)	-1	3	2	.	3	-3	22	.	1	-0.9
Oc1ccc(N2CCN(C(c3ccncc3)c3nnnn3C3CCCC3)CC2)cc1 (configuration not stated)	7	-2	5	78	.	-4	8	-2.4	2	0.4
CCOc1ccc(C2C(C(N)=O)=C(C)Nc3ncnn32)cc1OC (configuration not stated)	-1	2	0	106	-1	1	28	0.5	-5	-1.2
CCn1nnnc1NCc1ccc(OCc2ccc(F)cc2Cl)c(OC)c1	3	-4	7	101	-3	-5	25	-0.9	-2	0.8
O=C(CSc1nc2ccccc2s1)N1c2ccccc2Sc2ccc(Cl)cc21	-8	2	-6	103	-2	11	21	-1.7	-20	-0.2
CC(=O)Nc1ccc(C(=O)N/N=C/c2ccc(F)cc2)cc1	1	1	-7	105	-2	.	10	-0.4	-1	0.2
CCC(c1nnnn1C1CCCCC1)N1CCN(C2CCCC2)CC1 (configuration not stated)	-2	2	-10	100	4	-1	-2	0.5	-2	-1.9
O=C(CCC1CCCN(C(=O)c2ccoc2)C1)NCc1ccc(F)c(F)c1 (configuration not stated)	0	-2	4	101	-2	.	2	-0.6	-1	-0.3
O=C(Nc1ccc2ncccc2c1)c1ccccc1	-9	-3	7	116	35	-5	-14	0.7	1	-0.4
CC1(C)CN=C(c2ccccc2)NC1	3	0	-6	105	0	-5	-5	-0.3	-1	-1.3
COC(=O)c1cn(CCOc2ccccc2F)c2ccccc12	2	-1	-6	.	2	-5	10	-0.4	-9	1.9
CCC(=O)Nc1ccccc1C(=O)OCc1ccc(C(=O)c2ccccc2)cc1	0	-3	-9	100	-1	2	2	-1.0	-9	0.4

Limited to CAL PDZ FP-1, NSD2 HMT inh and V-ATPase pHluor (three entries from above):
SMILES,CAL PDZ FP-1,NSD2 HMT inh,V-ATPase pHluor
Cc1ccc(S(=O)(=O)NCC(=O)N(CC(=O)NCc2ccco2)Cc2ccccc2)cc1,.,11,0
Cc1cc(Nc2cccc(Cl)c2)nc(NCc2ccccc2)n1,-5,-3,8
CC(C)(C)CC(=O)Nc1ccc(C(N)=O)cc1,-1,0,-2
